Compound activity deposited in PubChem by National Center for Advancing Translational Sciences (NCATS).
IL-2 act: activates IL-2 in a cell-based reporter assay. IL-2 activation reporter assay, cell-based qHTS; stimulated with anti-CD3/CD4/CD28 beads; in transgenic mouse T cells. activation, % (series mostly up to about 46 µM). actives 0.065% (n = 360,000). AID 652025; in the data active means activation above about 50%; inconclusive means mostly about 30% to 49%; further: 0% is about no effect
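Screening format: compound pinned onto unstimulated transgenic mouse T cells, 60 min incubation, then anti-CD3/anti-CD4/anti-CD28 bead stimulation for 18 hours at 37 degrees C, followed by EGFP and DsRed detection.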
PLK1 PBD block: inhibitors of human PLK1 polo-box domain binding; P53350; Plk1 PBD binding of FITC phosphopeptide, fluorescence polarization; Potency, µM, without a hit: max response, negative = inhibition, hits mostly inhibitors; actives 2.8% (n = 360,000); AID 720504; further: potency means the concentration at half of the fitted maximal effect; series mostly up to about 57 µM; on the % scale 0 is the no-effect control and ±100 the full control effect; nearly all actives have a fitted effect of over 65% in size
Target sequence (P53350 whole entry, looked up, the tested form may be a part): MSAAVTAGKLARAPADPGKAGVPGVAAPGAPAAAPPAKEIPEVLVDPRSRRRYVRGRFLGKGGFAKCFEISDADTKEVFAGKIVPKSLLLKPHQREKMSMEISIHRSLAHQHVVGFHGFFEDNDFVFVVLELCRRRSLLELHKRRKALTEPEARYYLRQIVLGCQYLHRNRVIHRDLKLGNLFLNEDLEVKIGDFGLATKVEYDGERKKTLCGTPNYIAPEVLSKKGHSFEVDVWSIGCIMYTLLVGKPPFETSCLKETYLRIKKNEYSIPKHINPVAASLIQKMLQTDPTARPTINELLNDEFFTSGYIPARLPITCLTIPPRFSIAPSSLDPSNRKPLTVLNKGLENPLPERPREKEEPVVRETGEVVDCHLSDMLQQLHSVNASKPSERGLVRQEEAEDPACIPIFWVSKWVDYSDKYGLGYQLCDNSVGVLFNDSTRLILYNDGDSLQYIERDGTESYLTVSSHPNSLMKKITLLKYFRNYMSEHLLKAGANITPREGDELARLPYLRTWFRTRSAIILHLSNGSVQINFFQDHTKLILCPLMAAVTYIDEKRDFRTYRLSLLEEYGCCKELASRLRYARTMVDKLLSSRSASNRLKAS
aSyn rescue: inhibitors of alpha-synuclein toxicity in yeast | Yeast expressing alpha-synuclein, growth rescue, BacTiter-Glo, 24 h | Potency, µM (top dose mostly 46.1 µM), for the others: at the top dose growth rescue (activation), hits mostly activators | actives 0.14% (n = 370,000); further: potency means the concentration at half of the fitted maximal effect; % of control where 0% means no effect; nearly all actives have a fitted effect of over 65% in size
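Rescue of yeast growth: cells expressing toxic alpha-synuclein, induced in galactose at OD600 0.02, incubated with compound 24 h at 30 C. ATP luminescence quantified growth; inhibitors of toxicity appear as activators.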
Abeta yeast res: A-beta toxicity reversal in yeast; yeast expressing A-beta42, growth rescue, OD600, 48 h; response scale: 0% DMSO, 100% iron-clioquinol control; Potency, µM (highest dose often 46.1 µM), for inactives: at the top dose growth rescue, most hits filed as activators; actives 0.063% (n = 410,000); AID 1347071; further: potency means the concentration at half of the fitted maximal effect; nearly all actives have a fitted effect of over 55% in size
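Growth rescue measured by 600 nm absorbance after 48 h yeast culture at 30 C with compound. Values normalized between DMSO and an equimolar ferric chloride plus clioquinol control.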
PI5P4Ka inh: blocks human PI5P4K alpha kinase activity | P48426 | actives 1.2% (n = 330,000) | max response, % | AID 652105 | PI5P4Kalpha enzyme, ADP-Glo luminescence, 60 min; hits give low values; active means max response of -50% or lower; inconclusive means between -30% and -50%; inactive means -30% or higher; further: value at the top dose of about 77 µM; on the % scale 0 is the no-effect control and ±100 the full control effect
Target sequence (P48426 whole entry, looked up): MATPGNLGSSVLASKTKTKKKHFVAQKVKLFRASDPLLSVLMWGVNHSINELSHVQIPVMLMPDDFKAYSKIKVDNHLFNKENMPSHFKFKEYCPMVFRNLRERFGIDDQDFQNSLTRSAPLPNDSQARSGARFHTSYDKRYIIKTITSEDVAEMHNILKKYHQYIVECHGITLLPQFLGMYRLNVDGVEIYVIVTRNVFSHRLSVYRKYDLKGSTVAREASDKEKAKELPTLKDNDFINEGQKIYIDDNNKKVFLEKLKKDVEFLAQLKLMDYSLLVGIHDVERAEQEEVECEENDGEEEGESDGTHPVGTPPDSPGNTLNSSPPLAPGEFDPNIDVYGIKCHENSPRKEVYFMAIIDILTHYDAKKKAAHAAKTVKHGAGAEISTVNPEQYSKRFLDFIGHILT
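Single end-point luminescence (ADP-Glo) quantified ADP from PI5P4Kalpha turnover; ATP 5 microM final, 1 h at RT, 0.1% CHAPS and 0.28 mM EGTA in HEPES pH 7.4.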
EPAC1 antag: blocks human EPAC1 exchange factor; O95398; EPAC1 GEF assay, Rap1b-BODIPY-GDP exchange fluorescence; actives 0.14% (n = 360,000); Potency, µM (highest dose often 115 µM), without a hit: at the top dose activity change, negative = inhibition, most hits filed as inhibitors; AID 720709;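 further: potency means the concentration at half of the fitted maximal effect; plate controls were vehicle for no effect and positive control for full effect; nearly all actives have a fitted effect of over 50% in size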
FUS yeast rescue: suppressors of FUS proteinopathy in yeast; S. cerevisiae FUS-expressing, growth rescue, OD600, 24 h; Potency, µM (titrated, usually from 76.6 µM), without a hit: top-dose growth rescue (activation), most hits filed as activators; actives 0.24% (n = 390,000);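 further: potency means the concentration at half of the fitted maximal effect; plate controls were DMSO vehicle for no effect and reference control for full effect; nearly all actives have a fitted effect of over 55% in size; some results filed as inactive show a strong effect at the top dose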
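Restored growth of FUS-toxic S. cerevisiae, read as 600 nm absorbance after 24 h at 30C in galactose medium (starting OD 0.005). Controls CP55940 and DMSO.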
WRN inhibitor: blocks human WRN helicase. Q14191. WRN helicase unwinding, fluorescent forked duplex, kinetic. Potency, µM (titrated, usually from 114 µM), inactives show at the top dose activity change, negative = inhibition, most hits filed as inhibitors. actives 0.46% (n = 360,000); further: potency means the concentration at half of the fitted maximal effect; on the % scale 0 is the no-effect control and ±100 the full control effect; nearly all actives have a fitted effect of over 55% in size
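Fluorescence dequenching readout, ex 525 nm/em 598 nm, kinetic mode: forked duplex DNA (100 nM final) with adjacent fluorophore and quencher unwound by WRN (20 nM final) with 2 mM ATP. Compound preincubation 15 min, room temperature.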
EPAC1 ag: agonists of human EPAC1; O95398; AID 720707; actives 0.073% (n = 360,000); Potency, µM (highest dose often 154 µM), for inactives: at the top dose activation, hits mostly activators; EPAC1 agonist qHTS, biochemical assay; response scale: 100% = response to 6.5 mM cAMP; further: potency means the concentration at half of the fitted maximal effect; nearly all actives have a fitted effect of over 60% in size
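Compounds were pinned as a concentration titration into mixtures of EPAC1 (100 nM), BODIPY-GDP-loaded Rap1B (250 nM) and GDP (50 uM). After 5 min at room temperature, fluorescence was followed for 30 min; activity was scaled to 6.5 mM cAMP.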
* marks the source's active call; other numbers are inactive results; [ ] = dose if it differs, or a comment. Unless noted, the call rests on the fitted dose curve; in most records, active means well fitted curve in the direction sought with a large enough effect; inconclusive means small, poorly fitted or top-dose-only effect, or another doubt; inactive means no such curve, though single readings can be large; an effect the other way counts as inactive or inconclusive.

How did CCN1CCCC1CNC(=O)c1ccc2c(c1)NC(=O)/C(=C\c1ccccc1Cl)S2 (stereo unspecified) do in these assays?
IL-2 act: 0.5; PLK1 PBD block: -2%; aSyn rescue: -1%; Abeta yeast res: -25%; PI5P4Ka inh: -13; EPAC1 antag: 11%; FUS yeast rescue: inconclusive; WRN inhibitor: 21%; EPAC1 ag: 4%

How did CCCSc1ccc([C@H]2N[C@@](CC(C)C)(C(=O)OC)[C@H]3C(=O)N(CC)C(=O)[C@@H]23)cc1 do in these assays?
IL-2 act: -0.2; PLK1 PBD block: -15%; aSyn rescue: 3%; Abeta yeast res: 7%; PI5P4Ka inh: 15; EPAC1 antag: -12%; FUS yeast rescue: 6%; WRN inhibitor: -7%; EPAC1 ag: 6%

How did CC1CCC(NC(=O)C2CCN(c3cnccn3)CC2)CC1 (stereo unspecified) do in these assays?
IL-2 act: -1.8; PLK1 PBD block: 0%; aSyn rescue: 6%; Abeta yeast res: 14%; PI5P4Ka inh: -3; EPAC1 antag: 1%; FUS yeast rescue: 4%; WRN inhibitor: 15%; EPAC1 ag: -5%

Results for O=C(NCCC1=CCCCC1)C1CCN(C(=O)c2ccc(Br)cc2)CC1 ?
IL-2 act: 0.0; PLK1 PBD block: 1%; aSyn rescue: 5%; Abeta yeast res: inconclusive; PI5P4Ka inh: -5; EPAC1 antag: -3%; WRN inhibitor: -6%; EPAC1 ag: -9%

Results for Cc1cc(C)nc(SCc2nc3nc(C)cc(C)n3c2Br)n1 ?
IL-2 act: 1.1; PLK1 PBD block: -7%; aSyn rescue: 3%; Abeta yeast res: 16%; EPAC1 antag: 3%; FUS yeast rescue: -3%; WRN inhibitor: -8%; EPAC1 ag: 5%

How did Cc1nc(C)c(C(=O)N(c2ccc(F)cc2)C(C(=O)NCC2CCCO2)c2ccccc2)s1 (stereo unspecified) do in these assays?
IL-2 act: -1.1; PLK1 PBD block: inconclusive; aSyn rescue: 3%; Abeta yeast res: -16%; PI5P4Ka inh: -7; EPAC1 antag: -1%; FUS yeast rescue: 6%; WRN inhibitor: 4%; EPAC1 ag: -3%

How did O=C1c2oc3ccc(Br)cc3c(=O)c2C(c2cccc(F)c2)N1CCO (stereo unspecified) do in these assays?
IL-2 act: -2.5; PLK1 PBD block: inconclusive; aSyn rescue: -1%; Abeta yeast res: -8%[9.22 µM]; PI5P4Ka inh: 15; EPAC1 antag: -16%; FUS yeast rescue: 5%; WRN inhibitor: -29%; EPAC1 ag: 1%

Results for CC(Oc1ccc(F)cc1)C(=O)N(Cc1ccccc1)c1c(N)n(Cc2ccccc2)c(=O)[nH]c1=O (stereo unspecified) ?
IL-2 act: -2.5; PLK1 PBD block: 1%; aSyn rescue: 1%; Abeta yeast res: 6%; PI5P4Ka inh: 7; EPAC1 antag: 1%; FUS yeast rescue: -6%; WRN inhibitor: -19%; EPAC1 ag: -7%

What do the screens show for `CCCC12CN3CC(C)(CN(C1)C3c1ccc(OC(C)C)cc1)C2=O` (stereo unspecified)?
IL-2 act: 0.1; PLK1 PBD block: -8%; aSyn rescue: -4%; Abeta yeast res: -4%; PI5P4Ka inh: 2; EPAC1 antag: -1%; FUS yeast rescue: 8%; WRN inhibitor: -4%; EPAC1 ag: 9%

How did OCCN1CCN(CC(O)COCC2COc3ccccc3O2)CC1 (stereo unspecified) do in these assays?
IL-2 act: 2.1; PLK1 PBD block: -6%; aSyn rescue: -3%; Abeta yeast res: -4%; PI5P4Ka inh: -14; EPAC1 antag: -17%; FUS yeast rescue: -2%; WRN inhibitor: -1%; EPAC1 ag: -7%

Results for CC(=O)COC(=O)c1cccc(N2C(=O)C3C4C=CC(C4)C3C2=O)c1 (stereo unspecified) ?
IL-2 act: -4.6; PLK1 PBD block: 0%; aSyn rescue: -20%; Abeta yeast res: -19%; PI5P4Ka inh: 2; EPAC1 antag: 4%; FUS yeast rescue: 6%; WRN inhibitor: 6%; EPAC1 ag: -8%

How did COc1ccc(OC(=O)CCN2C(=O)C3C4C=CC(C4)C3C2=O)cc1 (stereo unspecified) do in these assays?
IL-2 act: 18; PLK1 PBD block: -11%; aSyn rescue: 1%; Abeta yeast res: 1%; PI5P4Ka inh: -5; EPAC1 antag: 3%; FUS yeast rescue: 6%; WRN inhibitor: -16%[57.1 µM]; EPAC1 ag: 13%

How did CC(=O)N1CCCC1C(=O)O (stereo unspecified) do in these assays?
IL-2 act: 1.2; PLK1 PBD block: -4%; aSyn rescue: -2%; Abeta yeast res: -23%; PI5P4Ka inh: 0; EPAC1 antag: 28%; FUS yeast rescue: -31%; WRN inhibitor: 5%; EPAC1 ag: -20%

Results for C=C(C)CN=C1NN=C(c2cc(C)n(-c3ccc(C)cc3)c2C)CS1 ?
IL-2 act: 1.9; PLK1 PBD block: -5%; aSyn rescue: 2%; Abeta yeast res: 13%; PI5P4Ka inh: -8; EPAC1 antag: -14%; FUS yeast rescue: inconclusive; WRN inhibitor: -3%; EPAC1 ag: -35%[inhibitor]

How did CCOC(=O)c1c(NC(=O)C2=C(C)NC(=S)NC2c2ccc(F)cc2F)sc(C)c1C (stereo unspecified) do in these assays?
IL-2 act: -0.5; PLK1 PBD block: -10%; aSyn rescue: 5%; Abeta yeast res: 15%; PI5P4Ka inh: -2; EPAC1 antag: -11%; FUS yeast rescue: 15%; WRN inhibitor: -19%; EPAC1 ag: 4%

What do the screens show for `CCOC(=O)C1CCCN(Cc2nc(N)nc(Nc3ccccc3)n2)C1` (stereo unspecified)?
IL-2 act: 0.1; PLK1 PBD block: -4%; aSyn rescue: 5%; Abeta yeast res: 0%; PI5P4Ka inh: -9; EPAC1 antag: 12%; FUS yeast rescue: 42%; WRN inhibitor: 10%; EPAC1 ag: -7%

Results for O=C(CS(=O)(=O)c1ccccc1)NC1CCCCC1 ?
IL-2 act: 3.1; PLK1 PBD block: -3%; aSyn rescue: -2%; Abeta yeast res: -9%; PI5P4Ka inh: 1; EPAC1 antag: 3%; FUS yeast rescue: -13%; WRN inhibitor: -7%; EPAC1 ag: 10%

What do the screens show for `Cc1ccc(Cn2c(C)c3cnn(CC(=O)NCc4ccccn4)c(=O)c3c2C)cc1`?
IL-2 act: -0.2; PLK1 PBD block: -4%; aSyn rescue: -5%; Abeta yeast res: -8%; PI5P4Ka inh: -8; EPAC1 antag: 6%; FUS yeast rescue: 23%; WRN inhibitor: -3%; EPAC1 ag: -7%

What do the screens show for `CCOc1nc2cnccc2n(CC(=O)Nc2c(C)cccc2CC)c1=O`?
IL-2 act: 0.7; PLK1 PBD block: 5%; aSyn rescue: 0%; Abeta yeast res: -5%; PI5P4Ka inh: 0; EPAC1 antag: -1%; FUS yeast rescue: -27%; WRN inhibitor: 9%; EPAC1 ag: 2%

What do the screens show for `Cc1nn(-c2ccccc2)c2sc(C(=O)N(Cc3ccco3)C(C)C(=O)NC(C)(C)C)cc12` (stereo unspecified)?
IL-2 act: -0.6; PLK1 PBD block: -4%; aSyn rescue: -7%; Abeta yeast res: 27%; PI5P4Ka inh: 15; EPAC1 antag: -5%; FUS yeast rescue: 10%; WRN inhibitor: -10%; EPAC1 ag: 20%

What do the screens show for `COc1ccc(NC(=O)Nc2ccc(OCC(=O)N3CCOCC3)cc2)cc1OC`?
IL-2 act: -1.3; PLK1 PBD block: 1%; aSyn rescue: 1%; Abeta yeast res: 15%; EPAC1 antag: 5%; FUS yeast rescue: -5%; WRN inhibitor: -10%; EPAC1 ag: 0%

Results for COc1ccccc1-c1nc(SCC(=O)NCc2ccco2)c2c(=O)n(C)c(=O)n(C)c2n1 ?
IL-2 act: 0.4; PLK1 PBD block: -2%; aSyn rescue: 0%; Abeta yeast res: 9%; PI5P4Ka inh: -2; EPAC1 antag: -5%; FUS yeast rescue: 26%; WRN inhibitor: -5%; EPAC1 ag: 2%

What do the screens show for `COc1ccc2cc(C(=O)C3CCCN(C(=O)CCc4ccccn4)C3)ccc2c1` (stereo unspecified)?
IL-2 act: -4.2; PLK1 PBD block: -17%; aSyn rescue: 15%; Abeta yeast res: -20%; PI5P4Ka inh: 3; EPAC1 antag: -5%; FUS yeast rescue: 17%; WRN inhibitor: 1%; EPAC1 ag: -9%

What do the screens show for `C[C@@H](C(=O)Nc1nc2ccc(F)cc2s1)N1C(=O)C2CC=CCC2C1=O` (stereo partly specified)?
IL-2 act: -0.1; PLK1 PBD block: -3%; aSyn rescue: 11%; Abeta yeast res: -3%; PI5P4Ka inh: -2; EPAC1 antag: -13%; FUS yeast rescue: -1%; WRN inhibitor: -14%; EPAC1 ag: 5%

What do the screens show for `O=C(CSc1cccc[n+]1[O-])NC1CCCCCCC1`?
IL-2 act: 1.5; PLK1 PBD block: -10%; aSyn rescue: 6%; Abeta yeast res: -5%; PI5P4Ka inh: 4; EPAC1 antag: -4%; FUS yeast rescue: -5%; WRN inhibitor: 2%; EPAC1 ag: 5%

What do the screens show for `COc1ccc2occ(C(=O)c3ccccc3)c2c1`?
IL-2 act: -0.5; PLK1 PBD block: -18%; aSyn rescue: -6%; Abeta yeast res: -6%; PI5P4Ka inh: -9; EPAC1 antag: -12%; FUS yeast rescue: 2%; WRN inhibitor: -7%; EPAC1 ag: 8%

Among those listed so far, these contain a thiophene ring, fused or not.
How did CCOC(=O)c1c(NC(=O)C2=C(C)NC(=S)NC2c2ccc(F)cc2F)sc(C)c1C (stereo unspecified) do in these assays?
IL-2 act: -0.5; PLK1 PBD block: -10%; aSyn rescue: 5%; Abeta yeast res: 15%; PI5P4Ka inh: -2; EPAC1 antag: -11%; FUS yeast rescue: 15%; WRN inhibitor: -19%; EPAC1 ag: 4%

What do the screens show for `Cc1nn(-c2ccccc2)c2sc(C(=O)N(Cc3ccco3)C(C)C(=O)NC(C)(C)C)cc12` (stereo unspecified)?
IL-2 act: -0.6; PLK1 PBD block: -4%; aSyn rescue: -7%; Abeta yeast res: 27%; PI5P4Ka inh: 15; EPAC1 antag: -5%; FUS yeast rescue: 10%; WRN inhibitor: -10%; EPAC1 ag: 20%
